High-throughput results as filed in PubChem.
bIAP act: intestinal alkaline phosphatase (bovine) activation; purified bovine IAP, CDP-star luminescence, 30 min; stronger effect = higher value; fold of DMSO-control signal, blank-subtracted; activation factor at 20 µM; 200,000 compounds, 0.17% hits; AID 1016;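 active = activation factor of 2 or more at 20 µM, a signal rise over negative controls twice the positive control's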
SRC2 TRFRET art: TR-FRET artefact, counter-screen to PPARgamma/SRC-2 agonist assay | stronger effect = higher value | TR-FRET ratio at 8 µM | 200,000 compounds, 0.4% hits; in the data active = TR-FRET ratio above about 2000; also: inactives centre near 1500
PPARg SRC-1 ag: agonists of human PPARgamma SRC-1 coactivator recruitment; activation, % at 8 µM; PPARgamma-SRC-1 coactivator recruitment biochemical assay; P37231; 200,000 compounds, 0.41% hits; in the data active = activation above about 19%;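 also: 0% = DMSO and 100% = reference agonist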
Target sequence (P37231 whole entry, looked up): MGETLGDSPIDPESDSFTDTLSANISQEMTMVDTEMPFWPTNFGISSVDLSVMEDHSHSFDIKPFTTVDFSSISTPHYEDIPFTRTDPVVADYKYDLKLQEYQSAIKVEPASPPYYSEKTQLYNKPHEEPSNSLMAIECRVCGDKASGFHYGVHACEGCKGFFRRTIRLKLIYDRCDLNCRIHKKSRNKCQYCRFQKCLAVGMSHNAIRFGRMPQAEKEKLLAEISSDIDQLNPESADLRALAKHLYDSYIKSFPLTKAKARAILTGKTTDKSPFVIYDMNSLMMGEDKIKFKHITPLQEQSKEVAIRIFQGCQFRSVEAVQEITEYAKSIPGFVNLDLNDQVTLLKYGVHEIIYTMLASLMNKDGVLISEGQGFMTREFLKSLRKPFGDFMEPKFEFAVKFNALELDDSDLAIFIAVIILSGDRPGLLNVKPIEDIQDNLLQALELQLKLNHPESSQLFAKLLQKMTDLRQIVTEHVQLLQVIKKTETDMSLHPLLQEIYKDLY
PPARg SRC-2 ag: PPARgamma-driven SRC-2 recruitment agonism; 200,000 compounds, 0.34% hits; activation, % at 8 µM; PPARgamma LBD-SRC-2 recruitment, biochemical; in the data active = activation above about 22%;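 also: 0% = vehicle and 100% = reference agonist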
ROMK mod: human ROMK K+ channel modulation, primary screen; P48048; Tet-inducible ROMK, thallium flux fluorescence; actives lie on both sides; B-score at 10 µM; 130,000 compounds, 2% hits;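 active = signal ratio slope over the read window, or its plate-corrected B-score, at least 3 SD from the plate mean, either direction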;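 also: B-score of the F/F0 ratio slope over 7 to 12 s after thallium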
STAT1 blocker: reduces IFN-gamma driven STAT1 reporter signal. NIH 3T3 STAT1-luciferase reporter, luminescence. inhibition, % at 5.5 µM. 200,000 compounds, 0.35% hits;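 active = inhibition above a set limit, the mean inhibition across all tested compounds plus 3 SD, cut at about 34% in these data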;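 also: 0% = IFN-gamma with DMSO and 100% = IFN-gamma with 300 µM nifuroxazide; values of inactives mirror those of a sister screen read the other way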
STAT3 activator: increases IL-6 driven STAT3 reporter signal; U3A cells, IL-6 STAT3-luciferase reporter, luminescence; 100% = signal with IL-6 EC80 alone; activation (% of control), % at 5.6 µM; 190,000 compounds, 0.91% hits;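 active = activation above the screen-wide mean of compound activation plus 3 SD, cut at about 130% in these data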;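 also: 0% = background luminescence of wells with medium and substrate only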
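Detection: reporter luminescence signal / Assay system: STAT1-lacking human U3A cells, STAT3 luciferase reporter / Incubation: compound pre-incubation 1 h before IL-6, then 6 h stimulation at 37 °C / Control set: IL-6-only high control / Read-out: % activation relative to IL-6 control / Probe or stimulus: Interleukin-6, 33 ng/mL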
STAT3 blocker: reduces IL-6 driven STAT3 reporter signal | AID 862 | U3A cells, IL-6 STAT3-luciferase reporter, luminescence; host cell line lacks STAT1 | inhibition, % at 5.5 µM | 190,000 compounds, 0.89% hits;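 active = inhibition above the mean inhibition across all screened compounds plus 3 SD, cut at about 44% in these data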;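 also: 0% = DMSO only wells and 100% = 100 µM nifuroxazide control wells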
TNAP act hi DEA: increases human TNAP activity under high phosphate acceptor concentration; purified TNAP, CDP-star luminescence, 1 M DEA, 30 min; stronger effect = higher value; 0 = EDTA background, 1 = DMSO-only activity; 200,000 tested, under 10 active; activation factor at 20 µM; P05186;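 active = activation factor at least 2 at 20 µM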
Target sequence (P05186 whole entry, looked up): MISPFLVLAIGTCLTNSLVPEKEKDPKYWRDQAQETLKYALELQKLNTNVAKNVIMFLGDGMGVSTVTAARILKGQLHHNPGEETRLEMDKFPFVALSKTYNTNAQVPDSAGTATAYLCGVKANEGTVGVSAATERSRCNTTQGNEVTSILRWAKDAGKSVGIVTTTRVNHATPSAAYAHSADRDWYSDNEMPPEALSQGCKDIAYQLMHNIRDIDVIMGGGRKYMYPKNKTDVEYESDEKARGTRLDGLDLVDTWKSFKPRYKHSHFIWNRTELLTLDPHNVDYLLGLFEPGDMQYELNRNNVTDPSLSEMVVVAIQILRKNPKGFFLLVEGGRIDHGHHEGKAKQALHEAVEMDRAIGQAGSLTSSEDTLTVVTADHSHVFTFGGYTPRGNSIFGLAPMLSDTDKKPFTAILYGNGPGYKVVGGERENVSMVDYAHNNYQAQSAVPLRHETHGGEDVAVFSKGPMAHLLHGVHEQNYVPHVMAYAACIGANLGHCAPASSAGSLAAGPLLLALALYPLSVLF
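system = human TNAP | amount = enzyme diluted 1/800 final | reagent = 100 µM CDP-star substrate | signal = luminescent substrate turnover signal | dosing = one dose, 20 µM | benchmarks = EDTA negative control, DMSO positive control | measure = activation factor | timing = 30 min reaction, room temperature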
bIAP inh: blocks bovine intestinal alkaline phosphatase activity; purified bovine IAP, CDP-star luminescence, 30 min; inhibition, % at 20 µM; 190,000 tested, under 10 active; AID 1019;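 active = over 50% inhibition of intestinal alkaline phosphatase at 20 µM in the single-dose screen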
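test system = bovine IAP enzyme | medium = DEA buffer 100 mM, pH 9.8, with MgCl2 1.0 mM, ZnCl2 0.02 mM | detection = luminescence | dosing = single compound dose of 20 µM, 2% DMSO final | incubation = 30 min reaction at room temperature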
PPARg SRC-3 ag: promotes SRC-3 coactivator recruitment by human PPARgamma; biochemical PPARgamma/SRC-3 coactivator recruitment assay; AID 731; P37231; activation, % at 8 µM; 200,000 compounds, 0.26% hits; in the data active = activation above about 23%;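 also: 0% = DMSO and 100% = reference agonist; some compounds past the cut are filed as inactive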
* = called active by the depositor; x = not tested or not shown.

SMILES	bIAP act	SRC2 TRFRET art	PPARg SRC-1 ag	PPARg SRC-2 ag	ROMK mod	STAT1 blocker	STAT3 activator	STAT3 blocker	TNAP act hi DEA	bIAP inh	PPARg SRC-3 ag
O=C(CNc1ccc(C(F)(F)F)cc1[N+](=O)[O-])OCC(=O)c1ccccc1	0.8	1449	4.8	-3.3	-0.636	1.6	97.9	3.7	0.9	15.2	4.6
O=C(N/N=C1/CC2C=CCC12)c1ccc(Br)o1 (stereo unspecified)	1	1414	-1.5	-12.1	0.139	-19.2	108.8	-12.5	1	3.0	-3.6
Cc1ccc2nc(-c3ccccc3Cl)cc(C(=O)Nc3cc(C)on3)c2c1	1.1	1521	0.7	2.4	x	7.6	92.1	12.2	1	-6.0	3.1
CS(=O)(=O)N1CCC(C(=O)NCc2ccc3c(c2)OCO3)CC1	0.9	1447	9.5	-0.3	x	-13.8	101.2	3.7	1.1	5.8	-3.6
CCOC(=O)C1=C(CSc2nc(-c3ccccc3)ccc2C#N)OC(N)=C(C#N)C1c1ccc(OC)cc1 (stereo unspecified)	0.9	1782	5.0	2.5	x	-52.9	103.3	-1.2	1.1	12.6	4.1
O=C(/C=C\NCC(=O)c1ccccc1)c1ccccc1	0.8	1697	5.0	12.5	x	-5.0	86.4	22.1	1	16.2	14.8
OC(CCN1CCCCC1)(c1ccccc1)C1CCCCC1 (stereo unspecified)	0.9	1525	1.5	0.9	x	-1.4	99.0	3.5	1	7.6	2.5
CCN(CCCNC(=O)C1CCN(S(=O)(=O)c2cccc3nonc23)CC1)Cc1ccccc1	1	1561	8.4	6.6	x	3.9	101.2	5.0	1	0.0	-0.2
CCN1CCN(Cc2ccc(OC)c(OCc3ccccc3)c2)CC1	1	1455	3.8	-3.3	x	1.4	98.0	4.5	1	4.8	-0.4
O=C(NCC(=O)N(CC1CCCO1)C(C(=O)NC1CCCCC1)c1ccccc1)c1ccco1 (stereo unspecified)	1	1501	-4.3	3.4	0.276	-11.5	104.2	-1.4	1	-1.0	3.5
COc1ccc(NC(=O)N2CCC(O)(c3cccnc3)CC2)c(OC)c1	1	1552	3.0	3.3	x	-3.2	103.4	0.9	1.1	-0.6	0.2
O=S(=O)(c1ccc(Cl)cc1)n1ccc2cccnc21	0.9	1651	-0.4	0.1	x	4.4	93.1	11.3	1	6.8	0.6
Cc1ccc(C(=O)N2CCN(C)CC2)cc1S(=O)(=O)N1CCCCC1	0.9	1639	8.4	10.7	x	4.9	94.3	13.0	1	5.7	0.1
Cc1cc(N)n(-c2ccc(Oc3ccccc3)c(S(=O)(=O)O)c2)n1	1.1	1567	-2.2	-1.5	0.729	-13.9	100.7	0.4	1	-10.5	-2.6
O=C(O)CCC(=O)N(Cc1cccs1)Cc1cccs1	1	1479	9.4	-0.4	0.395	2.9	108.6	-9.0	1	0.0	-4.6
CCOC(=O)/C(C)=C1\NC(C)(C)Cc2ccccc21	1.1	1353	-0.9	7.9	-0.365	-2.4	106.1	-6.0	1.1	-7.6	-2.5
O=C(CSC1=NCCS1)N1CCN(c2ccccc2)CC1	0.9	1539	1.9	4.5	x	0.5	105.1	-2.9	1	9.1	-4.5
COC(=O)c1ccc(NC(=S)NC(=O)c2cc(-c3ccccc3)nc3ccccc23)cc1	1.1	1546	-10.6	3.4	0.616	-2.8	111.0	-12.9	1	-7.9	-14.0
O=C(NCc1cccnc1)C(=O)NCC(c1ccco1)N1CCN(c2ccccc2F)CC1 (stereo unspecified)	1	1624	-2.5	-5.8	0.456	-2.1	98.6	-0.6	1	-3.4	3.0
Cc1ccc2nc(C)c(C)nc2c1N	0.9	1510	8.2	1.5	0.199	-3.6	94.7	8.7	1	8.6	4.4

A second format for some results above.
Compound | bIAP act | SRC2 TRFRET art | PPARg SRC-1 ag | PPARg SRC-2 ag | ROMK mod | STAT1 blocker | STAT3 activator | STAT3 blocker | TNAP act hi DEA | bIAP inh | PPARg SRC-3 ag
O=C(CNc1ccc(C(F)(F)F)cc1[N+](=O)[O-])OCC(=O)c1ccccc1 | 0.8 | 1449 | 4.8 | -3.3 | -0.636 | 1.6 | 97.9 | 3.7 | 0.9 | 15.2 | 4.6
O=C(/C=C\NCC(=O)c1ccccc1)c1ccccc1 | 0.8 | 1697 | 5.0 | 12.5 | x | -5.0 | 86.4 | 22.1 | 1 | 16.2 | 14.8
COC(=O)c1ccc(NC(=S)NC(=O)c2cc(-c3ccccc3)nc3ccccc23)cc1 | 1.1 | 1546 | -10.6 | 3.4 | 0.616 | -2.8 | 111.0 | -12.9 | 1 | -7.9 | -14.0
O=C(CSC1=NCCS1)N1CCN(c2ccccc2)CC1 | 0.9 | 1539 | 1.9 | 4.5 | x | 0.5 | 105.1 | -2.9 | 1 | 9.1 | -4.5

Remaining list, next part:
SMILES	bIAP act	SRC2 TRFRET art	PPARg SRC-1 ag	PPARg SRC-2 ag	ROMK mod	STAT1 blocker	STAT3 activator	STAT3 blocker	TNAP act hi DEA	bIAP inh	PPARg SRC-3 ag
CC(C)C(NC(=O)c1ccccc1)C(=O)OCc1cc([N+](=O)[O-])cc2c1OCOC2 (stereo unspecified)	1	1547	3.2	7.2	x	7.5	103.2	-9.0	1	-2.8	-0.9
COc1cc(/C=C/c2ccc(O)cc2)cc(OC)c1	0.9	1465	1.5	3.9	x	x	x	x	1	13.5	3.5
O=C1c2ccccc2C(=O)N1CCCc1nc(-c2ccc(Cl)cc2)no1	0.9	1571	7.2	4.5	x	5.0	96.0	10.0	1	6.2	4.3
CSc1oc(-c2ccc(F)cc2)nc1S(=O)(=O)c1ccccc1	0.9	1715	3.7	3.7	x	-3.5	100.8	2.2	1	7.6	12.4
Cc1cc(C(=O)NCc2cccs2)ccc1[N+](=O)[O-]	1	1590	3.7	2.1	-0.507	-3.9	92.7	6.3	1.1	0.4	6.2
COc1ccccc1N1CCN(C(=O)c2cc(-c3cccs3)on2)CC1	0.9	1693	-12.7	-3.5	0.457	14.2	99.9	4.5	1	6.0	0.8
COc1cc(/C=C(/C#N)C(=O)Nc2ccc(C)cc2)ccc1Oc1nc(Cl)ncc1F	0.8	1534	-5.5	2.2	x	0.2	95.9	7.4	1	17.9	-0.7
CN(C)c1nc(NCc2ccccc2)nc(N/N=C/c2ccc(Br)cc2)n1	1	1285	-9.1	-0.4	0.434	2.2	93.0	14.4	1	4.3	1.5
CCOC(=O)C1CCN(Cc2c(O)c3ccccc3oc2=O)CC1	1	1641	2.5	2.3	0.105	-4.7	109.5	-6.1	1	4.0	-4.0
O=Cc1cc2ccccc2nc1SCc1ccc(Cl)c(Cl)c1	0.7	1424	-4.3	3.5	x	0.7	119.6	-17.0	1	31.4	-4.8
NC(=O)C1CCN(C(=O)c2ccc3c(=O)n(Cc4ccco4)c(SCC(=O)c4ccccc4)nc3c2)CC1	1.1	1523	-1.5	-3.3	0.018	5.1	98.6	9.2	1	-14.4	2.7
Cc1ccc(CSc2ncnc3ccccc23)cc1	0.9	1595	8.6	9.0	-0.0244	1.6	90.5	19.2	1	6.9	9.5
COc1ccc(CN2CC(C(=O)NCCCN3CCCCCC3)CC2=O)cc1 (stereo unspecified)	1.1	1589	-0.9	2.7	0.248	-4.1	103.6	-1.5	1	-9.5	-7.4
S=C(NCc1ccc(Cl)cc1)Nc1ccccc1	1.1	1603	12.9	13.7	-0.591	-5.5	102.6	5.7	1	-8.3	9.2
CCn1c(N)c(C(N)=O)sc1=S	1	1658	2.6	-0.9	x	-1.4	104.0	-0.6	1	0.2	9.5
CCc1ccc(C(=O)NC(=S)Nc2ccc(N3CCOCC3)cc2)cc1	1	1508	0.3	-3.2	-0.706	-7.9	101.2	5.0	1	-3.4	1.6
COc1ccc(/C=N/NC(=O)c2ccc(F)cc2)cc1CN1CCc2cc(OC)c(OC)cc2C1C (stereo unspecified)	1	1388	2.7	-2.2	-0.149	-3.3	103.7	1.5	1	-4.3	-3.6
COc1ccc(N2CCN(/C(=N\S(=O)(=O)c3ccc(C)cc3)Nc3nc(C)cc(C)n3)CC2)cc1	0.9	1567	3.6	5.9	0.138	3.5	100.5	-0.7	1.1	5.3	4.2
Cn1c(SCC(=O)CC(=O)Nc2ccccc2)nnc1-c1ccc(O)cc1	0.9	1510	-1.5	5.5	x	-4.9	102.1	1.3	1.1	5.3	12.2
O=C(Nc1ccc(Cl)cc1)N1CCCN(Cc2ccccc2F)C1	0.8	1522	2.3	-0.2	-1.1	2.2	102.3	-6.0	1.1	15.9	-0.5
CCCSc1nc(O)c(C(c2ccc(OC)c(O)c2)c2c(O)nc(SCCC)n(C)c2=O)c(=O)n1C	1.1	1446	-6.3	0.6	1.12	-14.3	99.4	3.4	1	-13.7	-9.4
CCOC(=O)N1CCN(C(=O)Cc2c(C(=O)O)n(C)c3ccccc23)CC1	1.1	1573	-2.1	5.2	-0.209	8.5	100.2	11.1	1	-11.3	-1.3
CCOC(=O)Cn1c(=O)cnc2ccccc21	0.9	1678	1.2	5.1	-0.171	6.9	91.2	14.7	1	10.4	3.3
COc1ccccc1CNc1nc2nc(C)c(Cl)c(=O)n2[nH]1	0.9	1777	4.9	13.0	0.59	0.8	100.9	1.6	1	5.4	2.6
CC(C)(C)C(=O)CSc1nc2ncc(Br)cc2[nH]1	1	1433	0.1	2.2	-1.04	-10.1	96.9	6.2	1.1	3.4	0.9
Cc1nnc(SCC(=O)N2CCc3ccccc32)s1	0.8	1487	0.5	-6.9	x	-10.7	100.1	4.7	1	18.9	-6.9
Cc1ccc(NP(=O)(Nc2ccc(C)cc2)Nc2ccc(C)cc2)cc1	1.2	1477	1.5	-4.3	-0.362	2.9	92.3	11.7	1.1	-21.9	-1.1
COc1ccc2cc(C(c3nnnn3C3CCCC3)N3CCCCCC3)c3nnnn3c2c1 (stereo unspecified)	0.9	1498	3.4	13.0	x	-0.8	106.6	-6.9	1	10.5	2.2
CCCCCNc1nc(-c2ccccc2)nc(-n2ccnc2)n1	0.8	1527	2.5	2.4	x	-0.5	90.7	14.6	1	23.6	5.8
Cc1n[nH]c(C)c1Cc1ccc(C(=O)O)cc1	0.9	1497	3.2	6.2	x	-0.2	104.5	-1.3	1	7.9	10.3
Cc1nn(-c2ccc(C(=O)OC(C)C)cc2)c(C)c1[N+](=O)[O-]	0.9	1560	1.1	-1.7	-0.321	-25.8	90.7	18.4	1	10.2	0.7

Ordered by value in ROMK mod (rising): some entries from above.
Molecule	ROMK mod
Cc1ccc(NP(=O)(Nc2ccc(C)cc2)Nc2ccc(C)cc2)cc1	-0.362
CCOC(=O)N1CCN(C(=O)Cc2c(C(=O)O)n(C)c3ccccc23)CC1	-0.209
CCCSc1nc(O)c(C(c2ccc(OC)c(O)c2)c2c(O)nc(SCCC)n(C)c2=O)c(=O)n1C	1.12
